M4 ag – agonists of human muscarinic M4 receptor (CHRM4). P08173. CHO-K1 hM4/Gqi5, Fluo-8 calcium fluorescence; vehicle 0%, full acetylcholine response 100%. activation, % at 3 µM. 360,000 compounds, 0.14% hits;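 active = activation above the run mean over all test wells plus 3 SD, cut at about 32% in these data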;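 note: peak over basal fluorescence ratio per well then scaled between controls; 0% = DMSO wells and 100% = acetylcholine at EC100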
Target sequence (P08173 whole entry, looked up): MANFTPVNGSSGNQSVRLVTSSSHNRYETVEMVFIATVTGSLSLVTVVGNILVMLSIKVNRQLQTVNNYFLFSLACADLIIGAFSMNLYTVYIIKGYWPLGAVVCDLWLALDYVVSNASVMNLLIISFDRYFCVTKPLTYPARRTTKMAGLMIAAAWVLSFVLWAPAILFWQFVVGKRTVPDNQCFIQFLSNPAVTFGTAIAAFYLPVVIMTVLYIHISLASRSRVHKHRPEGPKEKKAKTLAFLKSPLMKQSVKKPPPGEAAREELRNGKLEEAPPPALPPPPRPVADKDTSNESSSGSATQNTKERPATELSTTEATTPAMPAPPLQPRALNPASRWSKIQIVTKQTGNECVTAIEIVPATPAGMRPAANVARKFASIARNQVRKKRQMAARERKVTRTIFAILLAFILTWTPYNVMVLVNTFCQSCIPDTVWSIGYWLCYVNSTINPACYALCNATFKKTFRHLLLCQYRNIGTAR
CHRM5 antagonist – antagonists of human muscarinic M5 receptor (CHRM5); inhibition, % at 3 µM; CHO-hM5 cells, Fluo-8 calcium fluorescence, ACh EC80; P08912; AID 624040; 360,000 compounds, 0.59% hits;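 active = inhibition above a per-plate cutoff, the mean of that plate's test compounds plus 3 SD, cut at about 27% in these data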;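 note: 0% = acetylcholine EC80 with DMSO and 100% = DMSO without agonist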
Target sequence (P08912 whole entry, looked up): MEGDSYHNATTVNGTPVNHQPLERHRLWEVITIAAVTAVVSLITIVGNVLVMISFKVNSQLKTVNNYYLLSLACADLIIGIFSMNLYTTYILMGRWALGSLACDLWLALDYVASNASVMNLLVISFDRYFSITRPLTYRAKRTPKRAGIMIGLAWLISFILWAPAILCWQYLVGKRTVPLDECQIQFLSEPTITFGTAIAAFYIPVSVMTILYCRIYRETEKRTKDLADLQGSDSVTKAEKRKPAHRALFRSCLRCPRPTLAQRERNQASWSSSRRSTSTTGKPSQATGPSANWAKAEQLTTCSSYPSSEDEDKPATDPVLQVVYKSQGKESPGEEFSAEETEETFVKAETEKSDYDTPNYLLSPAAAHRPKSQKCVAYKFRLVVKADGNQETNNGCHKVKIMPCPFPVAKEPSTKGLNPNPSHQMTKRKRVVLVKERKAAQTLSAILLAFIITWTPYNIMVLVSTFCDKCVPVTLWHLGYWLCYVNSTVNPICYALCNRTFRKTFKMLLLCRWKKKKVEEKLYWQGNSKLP
M5 PAM – positive allosteric modulators of human muscarinic M5 receptor | activation, % at 3 µM | 360,000 compounds, 0.3% hits | P08912 | CHO-K1 hM5, Fluo-8 calcium, ACh EC20 PAM; 0% = ACh EC20, 100% = ACh EC100 | AID 624038;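 active = activation above the run cutoff, the mean activation of all test compounds plus 3 SD, cut at about 18% in these data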
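Assay system – human M5 receptor in CHO-K1 cells · Read-out – % activation, ACh-normalized · Technique – Fluo-8 calcium fluorescence · Dosing – single-point, 3 µM nominal · Incubation – Fluo-8 loading 80 min at 37 °C plus 30 min room temperature · Repeats – singlicate, one well per test compound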
M4 antag – blocks acetylcholine activation of human M4 receptor | inhibition, % at 3 µM | 360,000 compounds, 0.73% hits | CHO-hM4 cells, ACh EC80, Fluo-8 calcium fluorescence | P08173;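 active = inhibition above its plate's cutoff, the mean inhibition of sample wells plus 3 SD, cut at about 27% in these data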;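 note: 0% = acetylcholine EC80 with DMSO and 100% = DMSO without agonist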
CHO-K1 Ca PAM – nonselective activator or artifact in parental CHO-K1 calcium assay | ATP EC20, Fluo-8 calcium fluorescence; 0% at ATP EC20, 100% at ATP max | activation, % at 3 µM | 360,000 compounds, 0.02% hits;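 active = activation above the run cutoff, the mean activation of all test compounds plus 3 SD, cut at about 40% in these data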;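 note: peak over basal fluorescence ratio in a 140 s read after ATP addition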
CHO-K1 Ca antag – M1 antagonist counterscreen hit in parental CHO-K1 cells | ATP-induced calcium, Fluo-8 fluorescence | inhibition, % at 3 µM | 360,000 compounds, 0.6% hits | AID 602250;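 active = inhibition above a per-plate cutoff, the plate's mean sample inhibition plus 3 SD, cut at about 24% in these data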;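 note: 0% = DMSO plus EC80 ATP and 100% = DMSO alone without ATP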
CHRM5 agonist – agonists of human muscarinic M5 receptor (CHRM5); activation, % at 3 µM; CHO-K1 hM5 cells, Fluo-8 calcium fluorescence; 0% DMSO wells, 100% maximal acetylcholine response; P08912; 360,000 compounds, 0.19% hits;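 active = activation above the run's mean over test compounds plus 3 SD, cut at about 23% in these data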;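 note: signal is peak over basal fluorescence ratio across the kinetic read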
CHO-K1 Ca ag – counter-screen for M1 agonists: effect in parental CHO-K1 cells; Fluo-8 calcium fluorescence; scaled to maximal ATP response, vehicle zero; activation, % at 3 µM; AID 602248; 360,000 compounds, 0.48% hits; in the data active = activation above about 15%;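 note: untransfected CHO-K1 host cells lacking M1 receptor as counterscreen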
M4 PAM – positive allosteric modulators of human muscarinic M4 receptor; P08173; CHO-K1 hM4/Gqi5, Fluo-8 calcium fluorescence, ACh EC20; 0% = ACh EC20, 100% = maximal ACh; activation, % at 3 µM; 360,000 compounds, 0.4% hits;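 active = activation above its plate's cutoff, the mean activation of sample wells plus 3 SD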; note: some results filed as inactive read as strong as hits
* = called active by the depositor.

SMILES	M4 ag	CHRM5 antagonist	M5 PAM	M4 antag	CHO-K1 Ca PAM	CHO-K1 Ca antag	CHRM5 agonist	CHO-K1 Ca ag	M4 PAM
O=C(CC1C(=O)NCCN1Cc1c(F)cccc1Cl)NCCCOc1cccnc1 (stereo unspecified)	1	9	-4	-4	13	-7	-5	2.1	8
Cc1cccc(-c2nsc(SCC(=O)Nc3ccc4c(c3)OCO4)n2)c1	2	7	-2	7	10	-4	1	0.3	-7
Cc1cccc(OCc2nnc(SC(C)C(=O)O)n2Cc2ccccc2)c1 (stereo unspecified)	2	-4	-5	-4	8	-9	3	0.9	0
COc1ccc(C(=O)Nc2nc(-c3ccc(S(=O)(=O)N4CCOCC4)cc3)cs2)cc1	21	13	-13	12	20	5	1	6.0	-20
O=C(Nc1csnn1)c1csnn1	21	19	-11	-5	4	3	4	6.1	-11
O=C(COc1cc(F)ccc1[N+](=O)[O-])NCCN1C(=O)CSC1=O	2	-1	-1	13	-4	2	6	-0.1	11
COc1ccc(CCNC(=O)c2cc(C)oc2C)cc1OC	2	9	-5	-14	4	-10	4	0.4	-4
CCCc1cc(=O)[nH]c2nnc(SCC(=O)N3CC(C)OC(C)C3)n12 (stereo unspecified)	0	8	-3	2	3	3	2	1.1	0
O=C(CSc1nnc(-c2ccc(F)cc2)o1)Nc1ccc(S(=O)(=O)N2CCCC2)cc1	12	5	-5	-15	20	-10	2	6.0	-4
COc1ccc(N(C(=O)CCC(=O)Nc2cc(C)on2)C(C(=O)NC2CCCC2)c2ccco2)cc1 (stereo unspecified)	1	5	-6	-12	15	-9	-1	0.9	1
COc1ccc(CNC(=O)COc2ccc(Br)c(C)c2)cc1	0	1	-5	6	0	-3	-6	0.4	-3
CCOc1ccc(CCNC(=O)CN(C)S(=O)(=O)c2ccc3c(c2)CCC(=O)N3)cc1OCC	1	-4	0	-5	10	2	0	1.0	3
COc1ccc(/C(N)=N/OC(=O)Cc2ccc(C)cc2)cc1	0	9	-3	4	8	5	-2	0.9	-4
COc1cc(C)c(S(=O)(=O)NCc2ccc3c(c2)OCO3)cc1C	2	3	-8	-8	15	-10	0	0.6	-1
COC(=O)c1ccccc1NC(=O)CN(c1c(C)cccc1C)S(C)(=O)=O	3	5	-4	-12	-5	0	6	1.5	-5
Cc1ccc(CNC(=O)C2CCCN(Cc3cnn(-c4ccccc4)c3-n3cccc3)C2)cc1 (stereo unspecified)	-2	5	1	0	23	-10	-2	0.2	-3
O=C(Nc1ncc(S(=O)(=O)c2ccc([N+](=O)[O-])cc2)s1)c1ccccc1F	6	-4	-5	-7	13	-7	13	2.7	14
O=C(Nc1ccc(-c2nc3ccc(NC(=O)c4cccs4)cc3[nH]2)cc1)c1cccs1	5	27*	-14	46*	4	6	0	2.2	-22
Cc1c(C)c(C)c(S(=O)(=O)N2CCNCC2)c(C)c1C	5	-18	2	-19	5	-5	-4	-0.3	14
CCOC(=O)c1sc(=NC(=O)c2ccc(Br)cc2)n(C)c1C	1	-10	6	1	-6	-6	-4	0.2	12
CCOC(=O)c1c(NC(=O)CCN2C(=O)c3cccc([N+](=O)[O-])c3C2=O)sc(C(=O)OC(C)C)c1C	1	24	-6	4	21	-6	-4	0.8	1
CC1(C)Cc2c(sc3nc(N/N=C/c4ccccc4)[nH]c(=O)c23)CO1	2	24	25*	1	-11	13	9	0.6	9
O=C(COC(=O)c1ccc(Cl)nc1)NCc1ccc(F)cc1	1	-11	6	-16	12	-17	-4	0.2	6
Cc1cccc2cc(C#N)c(NCCNC(=O)COc3ccccc3)nc12	0	0	1	-1	-13	11	-1	-0.2	0
Nn1c(SCC(=O)Nc2ccc3c(c2)OCCO3)nnc1-c1ccccn1	9	12	-13	1	21	1	0	4.8	-11
(more compounds)
SMILES	M4 ag	CHRM5 antagonist	M5 PAM	M4 antag	CHO-K1 Ca PAM	CHO-K1 Ca antag	CHRM5 agonist	CHO-K1 Ca ag	M4 PAM
CC(C)CC(=O)Nc1ccc(C(=O)COC(=O)C2CCC2)cc1	2	6	-1	9	-21	6	-3	0.5	-6
COc1ccc(CN(C)C(=O)COC(=O)c2c(-c3ccccc3Cl)noc2C)cc1	3	6	2	0	-1	-12	-2	2.4	-2
COc1cc(NC(=O)CN(c2ccc(C)cc2)S(=O)(=O)c2c(C)n[nH]c2C)cc(OC)c1	4	15	-13	-3	16	1	-5	0.4	0
O=C(COC(=O)c1ccc(Cl)nc1)NCCNC(=O)COC(=O)c1ccc(Cl)nc1	1	5	-2	-12	2	-3	0	1.0	10
COc1ccc(/C=N/c2c(-c3ccco3)nc3ccccn23)cc1OC	1	3	0	7	2	-3	1	0.0	20
Cc1c(NC(=O)c2ccc(-c3cccc([N+](=O)[O-])c3)o2)c(=O)n(-c2ccccc2)n1C	3	4	-5	-1	1	-4	-2	0.9	-2
Cc1ccc2nc(-c3ccccc3)c(CC3CCCCC3)n2c1	-1	9	2	7	16	-19	-1	0.2	-5
CC(=O)N1CC=CC1(CC(C)C)C(=O)NCCc1c[nH]c2ccccc12 (stereo unspecified)	4	-8	18	-10	9	-5	3	-0.3	14
CC(Cn1cncn1)NC(=O)c1cc(COc2cccc(C(F)(F)F)c2)on1 (stereo unspecified)	4	-7	0	1	-1	-8	-3	0.8	0
CN(Cc1ccccc1)C(=O)c1c[nH]c2ccc(S(=O)(=O)N3CCOCC3)cc2c1=O	1	-4	5	8	20	-8	-2	0.1	3
Cc1nc(C(=O)NCCC(C)C)sc1C1(C)CC(c2cccc([N+](=O)[O-])c2)=NO1 (stereo unspecified)	2	18	-4	-2	-23	12	2	1.6	5
COc1cccc(NC(=O)CSCC(=O)Nc2ccccc2)c1	1	-7	-3	-3	14	-4	2	0.8	-4
CCc1nn(CC(=O)Nc2ccc(Br)c(C)c2)c(=N)s1	3	0	5	1	-15	-12	0	5.5	-12
O=C(Nc1ccc(F)c(Cl)c1)c1ccc2sc([C@@H]3O[C@H](CO)[C@H](O)[C@H](O)[C@H]3O)nc2c1	0	12	-2	-8	-13	-2	0	0.5	5
Cc1n[nH]c(C)c1CCN(C)C(=O)C1CCC(=O)N(CC2CCCCC2)C1 (stereo unspecified)	0	6	1	4	-17	3	-1	-0.2	-1
CC(=O)c1cccc(NC(=O)C2CCCN2S(=O)(=O)c2cccs2)c1 (stereo unspecified)	3	2	2	-17	16	-11	1	1.4	2
Cn1c(C(=O)NC2CCCC2)cc2c(=O)n(C)c3ccccc3c21	13	8	-16	-13	8	1	2	2.4	13
Cc1ccc(Cl)cc1N1CCN(C(c2cccnc2)c2nnnn2C2CCCCC2)CC1 (stereo unspecified)	0	1	-4	1	-9	-7	4	0.5	5
CCOc1cc(C(=O)NC(=S)Nn2cnnc2)cc(OCC)c1OCC	0	9	0	-4	24	-17	-1	0.7	0
CCOC(=O)c1cc(NC(=O)c2ccc(C)cc2)c(=O)oc1-c1ccccc1	0	0	0	1	17	1	-2	0.7	9
O=C(CSc1ccc(-c2ccccn2)nn1)Nc1ccccc1	5	14	-7	5	-8	-1	3	2.3	-2
COc1ccc(S(=O)(=O)NCC(=O)N(CC(=O)NCc2ccco2)Cc2ccc(F)cc2)cc1	3	19	1	-1	-10	-4	-2	0.5	-4
O=C(O)c1cccc(N2C(=O)C3CC=CCC3C2=O)c1 (stereo unspecified)	1	-2	2	5	16	-11	2	1.1	2
CC(C)(C)OC(=O)N1Cc2[nH]c3ccccc3c2C[C@@H]1C(=O)O	2	-1	7	0	-9	2	4	0.0	4
CCOC(=O)C1CCCN(S(=O)(=O)c2cc(Br)cc3c2N(C(=O)CC)CC3)C1 (stereo unspecified)	0	4	0	-5	5	7	-2	-0.1	4

Some of these compounds in order of their number in M4 PAM, high to low:
Molecule	M4 PAM
CCOC(=O)C1CCCN(S(=O)(=O)c2cc(Br)cc3c2N(C(=O)CC)CC3)C1 (stereo unspecified)	4
CCOc1ccc(CCNC(=O)CN(C)S(=O)(=O)c2ccc3c(c2)CCC(=O)N3)cc1OCC	3
COc1cc(NC(=O)CN(c2ccc(C)cc2)S(=O)(=O)c2c(C)n[nH]c2C)cc(OC)c1	0
Cc1c(NC(=O)c2ccc(-c3cccc([N+](=O)[O-])c3)o2)c(=O)n(-c2ccccc2)n1C	-2
Cc1cccc(-c2nsc(SCC(=O)Nc3ccc4c(c3)OCO4)n2)c1	-7
COc1ccc(C(=O)Nc2nc(-c3ccc(S(=O)(=O)N4CCOCC4)cc3)cs2)cc1	-20

Next results
SMILES	M4 ag	CHRM5 antagonist	M5 PAM	M4 antag	CHO-K1 Ca PAM	CHO-K1 Ca antag	CHRM5 agonist	CHO-K1 Ca ag	M4 PAM
N/C(=N\OC(=O)COc1ccc([N+](=O)[O-])cc1)c1ccncc1	1	-10	1	-7	11	-8	0	0.7	6
O=C1[C@@H]2[C@H]3CC[C@H](C3)[C@@H]2C(=O)N1O	1	-5	4	-12	-8	0	3	0.1	5
O=C(NNC(=O)C1CC1c1ccccc1)c1ccccc1F (stereo unspecified)	1	3	4	-2	2	-15	1	0.4	-1
CSCCC(N=C(NS(=O)(=O)c1ccc(Br)cc1)c1ccccc1)C(=O)O (stereo unspecified)	0	-3	0	0	15	-10	-2	0.1	-2
Cc1cccc(C(=O)NCC2CCCO2)c1 (stereo unspecified)	2	-1	4	-3	24	-17	-3	0.6	7
COc1cc(NC(=O)COc2ccc(-n3cnnn3)cc2)c(OC)cc1Cl	3	-1	8	6	-1	-5	4	0.1	20
O=C1c2cccc3cccc(c23)C(=O)N1CC1CCN(CC(O)COCc2ccc3c(c2)OCO3)CC1 (stereo unspecified)	6	0	-11	26	11	-7	-6	1.0	-18

Taken from above.
Nn1c(SCC(=O)Nc2ccc3c(c2)OCCO3)nnc1-c1ccccn1 in CHO-K1 Ca antag is entered as 1
Cc1nc(C(=O)NCCC(C)C)sc1C1(C)CC(c2cccc([N+](=O)[O-])c2)=NO1 (stereo unspecified) in M4 PAM is entered as 5

Shown with two lines to a compound: part of the list above
Results follow in this order: M4 ag, CHRM5 antagonist, M5 PAM, M4 antag, CHO-K1 Ca PAM, CHO-K1 Ca antag, CHRM5 agonist, CHO-K1 Ca ag, M4 PAM
- CSCCC(N=C(NS(=O)(=O)c1ccc(Br)cc1)c1ccccc1)C(=O)O (stereo unspecified)
    0, -3, 0, 0, 15, -10, -2, 0.1, -2
- O=C(NNC(=O)C1CC1c1ccccc1)c1ccccc1F (stereo unspecified)
    1, 3, 4, -2, 2, -15, 1, 0.4, -1
- COc1cc(NC(=O)COc2ccc(-n3cnnn3)cc2)c(OC)cc1Cl
    3, -1, 8, 6, -1, -5, 4, 0.1, 20
- O=C1c2cccc3cccc(c23)C(=O)N1CC1CCN(CC(O)COCc2ccc3c(c2)OCO3)CC1 (stereo unspecified)
    6, 0, -11, 26, 11, -7, -6, 1.0, -18
- O=C1[C@@H]2[C@H]3CC[C@H](C3)[C@@H]2C(=O)N1O
    1, -5, 4, -12, -8, 0, 3, 0.1, 5
- Cc1cccc(C(=O)NCC2CCCO2)c1 (stereo unspecified)
    2, -1, 4, -3, 24, -17, -3, 0.6, 7

Screening data (PubChem BioAssay)
